Source: PubChem BioAssay (several laboratories)
BoNT-F LC inh – BoNT F light chain protease inhibition | Multiplex microsphere protease cleavage assay, flow cytometry | actives 0.22% (n = 360,000) | inhibition, % at 10 µM | AID 588497; in the data active = inhibition above about 35%, passing the limit was not always enough; also: plate controls were buffer without enzyme for full effect and enzyme alone for no effect
Mtb BioA inh – inhibitors of Mycobacterium tuberculosis BioA enzyme; purified M. tuberculosis BioA enzyme, plate reader; inhibition, % at 9.99 µM; actives 0.096% (n = 360,000); in the data active = inhibition above about 40%
BoNT-A LC inh2 – BoNT A light chain protease inhibition; multiplex microsphere protease substrate cleavage, flow cytometry; inhibition, % at 10 µM; actives 0.17% (n = 360,000); AID 588499; also: plate controls were buffer without enzyme for full effect and enzyme alone for no effect
Anthrax LF prot – anthrax lethal factor protease inhibition | P15917 | multiplex microsphere protease cleavage assay, LF | inhibition, % at 10 µM | actives 0.12% (n = 360,000); also: plate controls were buffer without enzyme for full effect and enzyme alone for no effect
Target sequence (P15917 whole entry, looked up): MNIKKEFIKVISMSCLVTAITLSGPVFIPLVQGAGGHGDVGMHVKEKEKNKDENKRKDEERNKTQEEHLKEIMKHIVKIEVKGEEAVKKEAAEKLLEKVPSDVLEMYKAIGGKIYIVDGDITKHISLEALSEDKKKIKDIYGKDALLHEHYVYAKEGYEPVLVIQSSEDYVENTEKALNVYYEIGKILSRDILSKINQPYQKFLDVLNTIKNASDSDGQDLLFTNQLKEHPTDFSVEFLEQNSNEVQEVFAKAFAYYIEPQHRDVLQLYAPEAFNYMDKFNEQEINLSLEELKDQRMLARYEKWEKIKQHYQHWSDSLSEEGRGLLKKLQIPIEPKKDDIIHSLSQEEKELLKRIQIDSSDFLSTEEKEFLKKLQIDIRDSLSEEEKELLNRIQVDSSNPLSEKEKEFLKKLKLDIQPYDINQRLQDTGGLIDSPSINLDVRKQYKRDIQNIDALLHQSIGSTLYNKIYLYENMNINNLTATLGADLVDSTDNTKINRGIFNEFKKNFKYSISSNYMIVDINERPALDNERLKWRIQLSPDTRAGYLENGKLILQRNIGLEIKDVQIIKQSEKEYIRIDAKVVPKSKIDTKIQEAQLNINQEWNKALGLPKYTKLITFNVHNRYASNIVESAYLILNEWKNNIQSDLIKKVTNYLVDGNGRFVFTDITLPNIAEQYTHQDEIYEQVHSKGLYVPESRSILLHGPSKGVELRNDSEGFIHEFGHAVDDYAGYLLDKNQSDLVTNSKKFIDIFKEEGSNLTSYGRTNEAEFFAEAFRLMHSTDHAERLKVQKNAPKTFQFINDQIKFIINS
UGM FP inh – blocks M. tuberculosis UGM enzyme. purified UGM, fluorescence polarization probe displacement. P9WIQ1. inhibition, % at 10 µM. actives 0.06% (n = 320,000); in the data active = inhibition above about 10%, passing the limit was not always enough
FadD28 FP inh – blocks FadD28 binding to the bisubstrate probe | fluorescence polarization | inhibition, % at 12.5 µM | actives 0.22% (n = 360,000) | AID 588549; in the data active = inhibition above about 8.5%, passing the limit was not always enough
PfHsp40 yeast – compounds rescuing yeast from Plasmodium falciparum HSP40 toxicity; S. cerevisiae expressing PfHsp40, growth rescue, ATP luminescence; growth rescue, % at 12.5 µM; actives 0.68% (n = 340,000); in the data active = growth rescue above about 28%, passing the limit was not always enough;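 also: yeast W303a lacking pdr1 and pdr3 grown in galactose medium; growth measured after three days at 30 °C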
GDH-TPI counter – inhibits GDH-TPI coupling enzymes, artifact for Mtb FBA screen. inhibition, % at 4.8 µM. GDH-TPI coupled enzyme counterscreen, NADH absorbance. actives 1.2% (n = 360,000); in the data active = inhibition above about 30%;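 also: 0% = DMSO wells and 100% = wells lacking the enzyme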
Mtb FBA inh – inhibits M. tuberculosis FBA enzyme. AID 588726. inhibition, % at 1 µM. P9WQA3. actives 2.3% (n = 360,000). purified M. tuberculosis FBA, fluorescence read-out; in the data active = inhibition above about 27%;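 also: 0% = vehicle and 100% = reference inhibitor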
Active calls of the source: *; / = no result given; & = joins results of further samples. Rule as the data show it, unless noted: active = inhibition above about 30%; inconclusive = no clear call, values can overlap the other calls; inactive = below that.

SMILES	BoNT-F LC inh	Mtb BioA inh	BoNT-A LC inh2	Anthrax LF prot	UGM FP inh	FadD28 FP inh	PfHsp40 yeast	GDH-TPI counter	Mtb FBA inh
COc1ccc(C(=O)N2CCNC(=O)C2)cc1S(=O)(=O)Nc1ccc(Br)cc1	-6	10	0.2	-2	2.7	-2.3	0.2	14	3
COc1cccc(S(=O)(=O)Nc2cccc(C(=O)N3CCOCC3)c2)c1	6	1.7	0.3	0	0.6	0.4	2.0	-1	2
O=C(CCS(=O)(=O)Cc1ccccc1)N1CCc2ccccc2C1	2	0.9	3.8	-5	0.9	0.2	-0.4	-3	1
CCCCn1c(SCC(=O)Nc2nc(C)cs2)nnc1-c1cccnc1	-6	1.6	0.0	2	/	-5.1	1.7	-7	2
OCCN1CCN(CC/C=C2/c3ccccc3Sc3ccc(Cl)cc32)CC1	-12	2.8	-1.0	0	-3.8	-4.8	-0.2	3	-1
CCCCCN(C(=O)CCC(=O)OCc1cccc(Cl)c1)c1c(N)n(CCCC)c(=O)[nH]c1=O	12	1.7	3.7	1	0.4	-3.7	-1.4	-1	2
O=C(CSc1nc2ccccc2[nH]1)NC1CCS(=O)(=O)C1 (stereo unspecified)	4	-2.1	0.0	-1	-1.1	0.8	-1.5	4	4
C[C@H]1CN([C@@H](C)CO)C(=O)CCCn2cc(nn2)CO[C@@H]1CN(C)C(=O)Nc1ccc2c(c1)OCO2	-3	0.1&-0.7	0.0	0	/	-3.0	/	6	-2
C#CCN(C(=O)C1CCC(=O)N(CCc2cccc(F)c2)C1)C1CCCCC1 (stereo unspecified)	-7	/	-0.2	-9	/	-3.4	/	-4	-1
Brc1ccc(OCc2nnc3n2CCC3)cc1	-1	/	-0.1	2	-1.6	-0.9	-1.8	6	2

Brought forward from above: two entries, then new ones.
SMILES	BoNT-F LC inh	Mtb BioA inh	BoNT-A LC inh2	Anthrax LF prot	UGM FP inh	FadD28 FP inh	PfHsp40 yeast	GDH-TPI counter	Mtb FBA inh
C#CCN(C(=O)C1CCC(=O)N(CCc2cccc(F)c2)C1)C1CCCCC1 (stereo unspecified)	-7	/	-0.2	-9	/	-3.4	/	-4	-1
Brc1ccc(OCc2nnc3n2CCC3)cc1	-1	/	-0.1	2	-1.6	-0.9	-1.8	6	2
CN(c1cccc(F)c1)c1cc2c(c3c1ccn3C)C1CCC2C1 (stereo unspecified)	-5	-3.8	-0.9	-16	/	-0.4	/	/	5
COC(=O)c1ccc(/C=N/Nc2nc(-c3ccccc3)cs2)cc1	-25	-1.1	-1.8	-4	-2.6	-4.9	-0.8	26	0
CC1(c2ccccc2)NC(=O)N(CC(=O)N2CCN(S(=O)(=O)c3ccccc3[N+](=O)[O-])CC2)C1=O (stereo unspecified)	-1	2.8	0.7	0	-1.8	-3.0	1.2	0	2
COc1ccc(CNC(=O)COC(=O)C(CCSC)NC(=O)c2ccco2)cc1OC (stereo unspecified)	0	3.7	-0.7	-4	-1.0	-2.7	0.1	6	1
O=C(Nc1ccnn1C1CCN(CC2CC=CCC2)CC1)c1ccccc1Cl (stereo unspecified)	1	3.3	-2.1	-1	-2.0	-3.1	-1.3	-4	-8
C=CCn1c(Cc2ccc(OC)cc2)nnc1SCc1nc2ccccc2c(=O)[nH]1	-3	0.4	-0.2	-2	-1.0	-2.8	-0.7	2	3
Cc1ccc(OC(=O)c2cccc(S(=O)(=O)N(C)C)c2)c(-n2nc3ccccc3n2)c1	-6	-0.3	0.4	1	3.0	-6.7	0.3	-2	-3
CS(=O)(=O)N1CCN(c2ccc(NC(=S)NC(=O)c3ccccc3[N+](=O)[O-])cc2)CC1	-3	/	-0.1	-4	0.6	-0.5	0.0	16	-6
CCCCN(C(=O)c1cccc(N2C(=O)c3ccccc3C2=O)c1)c1c(N)n(CCCC)c(=O)[nH]c1=O	2	-3.7	-0.3	3	/	-0.3	-0.5	0	5
Cc1nc(-c2cccc(NC(=O)C3CCCCC3)c2)cs1	-3	0.8	-0.8	-1	-0.1	-1.0	2.8	13	7
Nc1nonc1-n1nnc(C(=O)N/N=C/c2ccc(Cl)cc2Cl)c1CN1CCCC1	-18	-1.8	-1.4	-3	0.3	0.8	-0.9	3	1
Cc1cc(C(=O)NNC(=O)COc2ccccc2Cl)n[nH]1	-9	-0.3	-2.0	1	-0.5	0.0	0.1	5	0
CN(Cc1ccc2nonc2c1)Cc1nc(Cc2cccc(F)c2)no1	1	/	0.0	1	0.5	-0.9	-0.5	8	-5
CCOC(=O)c1nnn(-c2nonc2N)c1COc1ccc(F)cc1	-2	2.6	-1.2	8	-4.1	-2.5	0.6	-4	2
O=C(CSc1nc2ccccc2c(=O)n1Cc1ccccc1)NCc1ccco1	-2	-0.6	0.0	-2	1.6	-1.2	-0.7	14	1
C[C@@H]1CN([C@H](C)CO)C(=O)CCCn2nncc2CO[C@@H]1CN(C)S(=O)(=O)c1ccccc1C#N	-6	-1.4	-0.6	-3	/	-1.9	/	0	1
Cc1cccc2sc(N(CCCN(C)C)C(=O)CCc3ccccc3)nc12	-2	-2.5	1.6	-7	/	-3.1	0.0	15	3
Cc1cc(C(=O)N2CCN(c3ccccc3O)CC2)c(C)o1	-50	0.5	-32	-13	-0.3	-1.9	1.0	-8	1
O=C(O)C1CC(=O)N(c2ccc(F)c(F)c2)C1 (stereo unspecified)	17	-1.1	0.5	1	2.4	-2.6	-1.3	11	-3
O=C1CC(c2ccccc2)CC(O)=C1C=NCc1ccncc1 (stereo unspecified)	-16	/	-1.8	-1	0.6	-1.1	1.2	-4	2
CCCCn1c(SCC(=O)Nc2sc3c(c2C(N)=O)CCC3)nnc1-c1ccccc1	-7	3.7	0.3	0	2.0	-3.6	-0.2	27	1
COCCCN(C(=O)CCOc1ccc(C)cc1)c1c(N)n(Cc2ccccc2)c(=O)[nH]c1=O	8	0.7	-0.1	-1	-2.2	-0.7	1.8	-13	-1
CC(C)(C)n1nc(-c2ccc(F)cc2)c2c(N)ncnc21	6	-0.4	-0.1	0	2.3	-0.5	454*	5	5
CC(=O)N(CCC(Cc1ccccc1)c1ccco1)Cc1ccco1 (stereo unspecified)	9	-0.2	1.3	-5	-0.8	-4.2	0.0	-18	-3
Cc1cc(=O)n2nc(N3CCCC(C(=O)NCCC4=CCCCC4)C3)sc2n1 (stereo unspecified)	-1	-0.4	0.3	-7	0.6	-1.6	1.4	-1	-2
Cc1nc([N+](=O)[O-])c(N2CCN(Cc3ccccc3)CC2)n1Cc1ccccc1	5	12	-2.2	-12	-1.2	-1.4	1.8	13	0
O=C(O)CCc1ccc(-c2cccs2)n1Cc1ccco1	26	-0.2	4.2	3	0.3	0.8	1.0	-2	7
CCOc1ccc(CN(Cc2ccco2)C(c2cccs2)c2nnnn2C(C)(C)C)cc1 (stereo unspecified)	-4	-1.6	-0.1	-7	1.4	-1.1	1.6	-1	5
CC(=O)Nc1cccc(NC(=O)NC2CC(=O)N(c3ccc4c(c3)OCCO4)C2)c1 (stereo unspecified)	-6	1.7	-0.8	-4	/	-3.0	/	4	-2
CC(=N\Nc1ccccc1)/C(=N/O)C(=O)Nc1ccccc1	-3	3.5	-0.5	0	-1.0	0.3	-0.9	15	1

4 compounds already listed, sorted by length of the SMILES, smallest number first:
SMILES	BoNT-F LC inh	Mtb BioA inh	BoNT-A LC inh2	Anthrax LF prot	UGM FP inh	FadD28 FP inh	PfHsp40 yeast	GDH-TPI counter	Mtb FBA inh
CC(C)(C)n1nc(-c2ccc(F)cc2)c2c(N)ncnc21	6	-0.4	-0.1	0	2.3	-0.5	454*	5	5
Cc1cc(=O)n2nc(N3CCCC(C(=O)NCCC4=CCCCC4)C3)sc2n1 (stereo unspecified)	-1	-0.4	0.3	-7	0.6	-1.6	1.4	-1	-2
CCOc1ccc(CN(Cc2ccco2)C(c2cccs2)c2nnnn2C(C)(C)C)cc1 (stereo unspecified)	-4	-1.6	-0.1	-7	1.4	-1.1	1.6	-1	5
CC(=O)Nc1cccc(NC(=O)NC2CC(=O)N(c3ccc4c(c3)OCCO4)C2)c1 (stereo unspecified)	-6	1.7	-0.8	-4	/	-3.0	/	4	-2

Record cards, from the list above. Order of values: BoNT-F LC inh	Mtb BioA inh	BoNT-A LC inh2	Anthrax LF prot	UGM FP inh	FadD28 FP inh	PfHsp40 yeast	GDH-TPI counter	Mtb FBA inh
Entry for `Cc1cc(=O)n2nc(N3CCCC(C(=O)NCCC4=CCCCC4)C3)sc2n1` (stereo unspecified) → -1	-0.4	0.3	-7	0.6	-1.6	1.4	-1	-2
Entry for `CCCCn1c(SCC(=O)Nc2sc3c(c2C(N)=O)CCC3)nnc1-c1ccccc1` → -7	3.7	0.3	0	2.0	-3.6	-0.2	27	1
Entry for `CC(=O)N(CCC(Cc1ccccc1)c1ccco1)Cc1ccco1` (stereo unspecified) → 9	-0.2	1.3	-5	-0.8	-4.2	0.0	-18	-3

Other compounds.
SMILES	BoNT-F LC inh	Mtb BioA inh	BoNT-A LC inh2	Anthrax LF prot	UGM FP inh	FadD28 FP inh	PfHsp40 yeast	GDH-TPI counter	Mtb FBA inh
C/C(=N\NC(=O)c1ccc(Cn2cc(Br)cn2)o1)c1ccc(NC(=O)c2ccoc2C)cc1	-70	13	-40	-17	/	-4.3	-1.0	12	-1
O=C(O)c1cc(-c2ccccc2)nc(-c2ccccc2)c1	-8	-0.8	-0.1	-2	2.8	-3.4	-0.8	2	10
COc1cc2c(cc1NC(=O)C(C)N1CCN(S(=O)(=O)c3ccc(C)c(C)c3)CC1)oc1ccccc12 (stereo unspecified)	-2	0.8	0.6	0	1.9	-1.8	-0.7	10	-1
Cn1c(SCC(=O)NCc2ccc3c(c2)OCO3)nnc1-c1cc2ccccc2cc1O	-12	2.3	0.5	-20	0.4	0.4	-0.1	11	4
COc1ccc2c(c1)CCCC21NC(=O)NC1=O (stereo unspecified)	-5	0.0	-0.4	0	-1.1	-5.2	-0.3	3	0
O=C1CC[C@@H](CN(Cc2ccccn2)Cc2nc(-c3ccc(C(F)(F)F)cc3)no2)N1	-4	/	-0.4	-1	2.3	-2.4	-0.9	4	0
O=C(NN=C1CCCC1)c1cc(O)cc(O)c1	-9	-0.5	-1.5	-7	-0.3	0.9	-0.6	1	0
O=C(CSc1nnc(-c2cccs2)n1-c1ccccc1)NCc1ccc2c(c1)OCO2	-6	-0.9	0.3	-2	1.8	-1.5	-0.4	4	0
COC(=O)c1c(NC(=O)CC2SC(N)=NC2=O)sc2c1CCC(C)C2 (stereo unspecified)	1	/	0.7	0	-3.5	-1.2	0.5	9	4
CC(=O)c1cccc(NC(=O)NCc2cccnc2)c1	0	1.3	-0.3	-1	5.1	-2.6	0.5	4	8
Cc1cc(C(=O)N/N=C/c2ccc([N+](=O)[O-])s2)c2ccccc2n1	-3	-3.3	0.5	0	-2.3	-0.3	-0.8	8	-6
Nc1ncnc2nc(SCC(=O)Nc3cccc(C(F)(F)F)c3)[nH]c12	-13	5.5	-2.2	-4	3.7	-4.7	0.0	-2	-2
CC(C)(O)[C@H](O)COc1c2occc2cc2ccc(=O)oc12	1	-1.2	-0.1	0	2.8	1.5	-0.3	8	5
Nc1ccc(C(=O)N2CCCC2)cc1CS(=O)(=O)c1ccc(Cl)cc1	-4	-1.0	-0.5	-1	1.5	-2.1	1.2	2	1
Cc1cc(C)n(-c2nc3sc4c(c3c3nnc(SCC(N)=O)n23)CC(C)(C)OC4)n1	24	1.1	1.1	0	/	-1.9	0.9	21	16
CN(C)CCCN(C(=O)c1ccc2c(c1)CCCC2)c1nc2ccc(Cl)cc2s1	-23	/	-2.3	-4	-1.7	-4.4	2.2	8	-1
COc1ccc(NS(=O)(=O)c2cc(C(=O)N(C)CCc3ccccn3)ccc2Cl)cc1	0	-11	0.5	-1	/	1.1	0.4	10	6
Cc1ccc(-c2nc3c(c(SCC(=O)N4CCCC4)n2)COC(C)(C)C3)cc1	-6	-1.1	0.0	-4	/	-3.3	/	-4	-4
CCOc1ccc(S(=O)(=O)N(CCO)CCO)cc1-c1nc2c(C(C)(C)C)nn(C)c2c(=O)[nH]1	-2	/	-0.6	-4	-3.4	0.1	0.0	2	0
CCN1CCN(S(=O)(=O)c2ccc(Cl)c(C(=O)Nc3ccc(OC(F)F)cc3)c2)CC1	-5	-1.4	-6.9	-3	-4.9	-1.4	-0.8	5	4
O=C(CN1CCOCC1)NCC12CC3CC(CC(C3)C1)C2	-7	-1.5	-0.6	-6	2.3	2.0	-1.5	8	0
